From PubChem
GASC1 inh: inhibitors of GASC-1 (KDM4C) histone demethylase, primary screen, biochemical, single concentration HTS. Lysine-specific demethylase 4C (Homo sapiens), Q9H3R0. GST-KDM4C 2-372, H3K9me3 peptide, LANCE TR-FRET. inhibition, % at 12.5 µM. 0.15% of 96,000 active. AID 720574, 2013;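 active = mean replicate inhibition above about 25%, with at least 55% of replicates also reaching it, limit read from the data, passing the limit was not always enough; inconclusive = only one of those two conditions met; inactive = neither condition met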
Target sequence (Q9H3R0 2-372 limits assumed): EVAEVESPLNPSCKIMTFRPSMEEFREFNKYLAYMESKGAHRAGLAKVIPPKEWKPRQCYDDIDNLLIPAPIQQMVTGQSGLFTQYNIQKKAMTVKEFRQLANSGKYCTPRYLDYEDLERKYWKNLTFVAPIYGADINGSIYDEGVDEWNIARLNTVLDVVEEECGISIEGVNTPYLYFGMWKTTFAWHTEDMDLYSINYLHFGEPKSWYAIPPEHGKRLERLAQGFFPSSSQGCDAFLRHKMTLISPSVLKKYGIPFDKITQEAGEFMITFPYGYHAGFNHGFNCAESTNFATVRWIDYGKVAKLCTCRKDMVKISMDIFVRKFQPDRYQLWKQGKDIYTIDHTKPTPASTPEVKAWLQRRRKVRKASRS
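Assay system: GST-GASC-1 enzyme fragment 2-372 | Amount: 10 nM enzyme | Medium: HEPES buffer, pH 7.5, plus ascorbate | Reagent: H3K9me3 peptide substrate, Fe(II), 2-oxoglutarate | Doses: Single-point compound screen | Incubation: 30 min demethylation and 1 h detection at room temperature | Measured by: LANCE TR-FRET, excitation 340 nm, emissions 618 and 671 nm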
Tcruzi prolif: T. cruzi intracellular proliferation inhibitors, primary screen, cell-based, beta-gal Tulahuen parasites, NIH3T3 host, luminescence | T. cruzi beta-gal in NIH3T3, GalScreen luminescence, 90 h | inhibition, % at 8.34 µM | 5.9% of 77,000 active | AID 624255, 2012;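 active = mean inhibition above about 93%, with at least 55% of replicates each passing it, limit read from the data, passing the limit was not always enough; inconclusive = only one of those two conditions holds; inactive = neither condition holds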
Pf Dd2 growth: P. falciparum Dd2 growth inhibitors, primary screen, SYBR Green fluorescence, single dose replicates | 72 h; active compounds read low | 2.3% of 94,000 active | activity change, % at 10 µM; in the data active = activity change below about -80%; inconclusive = no clear call, values can overlap the other calls
C diff growth: C. difficile growth inhibitors, primary screen, HTS. AID 1259249, 2017. Clostridium difficile clinical isolate growth, OD600, 24 h; active compounds read low. 0.25% of 86,000 active. growth activity, negative = inhibition, % at 16 µg/mL (by protocol);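 active = mean growth activity at or below -80% and every replicate also at or below -80%; inconclusive = mean at or below -80% but some replicate above -80%; inactive = mean growth activity above -80%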;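 note: 0% = DMSO wells and -100% = levofloxacin 16 µg/mL wells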
Active calls of the source: *; ? = inconclusive; . = not tested or not shown; & = joins results of further samples.

cpd	SMILES	GASC1 inh	Tcruzi prolif	Pf Dd2 growth	C diff growth
1	COc1ccc2c3c(n(C)c2c1)[C@@H](CO)N(CC1CCCCC1)CC31CCN(C(=O)CN(C)C)CC1	-0.3	.	?	9
2	CO[C@@H]1CC[C@H]2CCOc3ccc(C#N)cc3C(=O)N(C)C[C@H](c3ccccc3)CC(=O)N(C)C[C@@H]1O2	0.1	-31	.	.
3	O=C(Nc1ccccc1F)N[C@H]1CC[C@H](CCNS(=O)(=O)c2ccc(Cl)cc2)O[C@H]1CO	1.5	-13	0	.
4	COc1cccc(NC(=O)Nc2ccc3c(c2)C(=O)N(C)C[C@H](OC)[C@H](C)CN(CC2CC2)[C@@H](C)CO3)c1	5.5	-15	-64	.
5	COc1ccc(S(=O)(=O)Nc2ccc3c(c2)C(=O)N([C@H](C)CO)C[C@@H](C)[C@H](CN(C)S(=O)(=O)c2c(C)noc2C)OCCCC[C@H](C)O3)cc1	-0.4	48	-40	-4
6	COc1ccc(NC(=O)N(C)C[C@H]2Oc3ccc(NS(=O)(=O)c4cn(C)cn4)cc3CC(=O)N([C@@H](C)CO)C[C@H]2C)cc1	-0.5	16	-63	1
7	COc1ccc(CN(C)C[C@@H]2Oc3c(NS(C)(=O)=O)cccc3C(=O)N([C@@H](C)CO)C[C@H]2C)cc1	-0.5	-52	-2	0
8	COCC(=O)Nc1ccc2c(c1)[C@@H]1C[C@@H](CC(=O)NCc3ccccn3)O[C@H](CO)[C@@H]1O2	1.1	7	0	-2
9	COCCNC(=O)C[C@H]1CC[C@H]2[C@@H](COc3ccc(NC(=O)c4ccno4)cc3C(=O)N2C)O1	-0.8	17	5	-2
10	Cc1ccc(S(=O)(=O)N[C@@H]2CC[C@@H](CC(=O)NCCN3CCCCC3)O[C@@H]2CO)cc1	0.6	-10	10	-2
11	COc1ccc(S(=O)(=O)Nc2ccc3c(c2)C(=O)N([C@H](C)CO)C[C@@H](C)[C@@H](CN(C)S(=O)(=O)c2cccs2)OCCCC[C@H](C)O3)cc1	0.2	100*	-68	-11
12	Cc1ccccc1-c1ccc2c(c1)O[C@H](CN(C)C(=O)Nc1ccccc1)[C@@H](C)CN([C@H](C)CO)S2(=O)=O	-1.0	?	-26	0
13	COc1ccccc1CNC(=O)C[C@@H]1CC[C@@H](NC(C)=O)[C@H](CO)O1	-1.4	?	-15	4
14	CCCC(=O)Nc1ccc2c(c1)C(=O)N(C)C[C@@H](OC)[C@H](C)CN(S(=O)(=O)c1cn(C)cn1)[C@H](C)CO2	-0.2	16	5	.
15	C[C@@H]1CN([C@@H](C)CO)S(=O)(=O)c2ccc(C3=CCCC3)cc2O[C@@H]1CN(C)C(=O)Cc1ccncc1	-1.3	.	-52	-2
16	CC=Cc1ccc2n(c1=O)C[C@@H]1[C@@H](CO)[C@H](C(=O)NCC)[C@H]2N1C(=O)c1ccc(F)cc1 (mixture of isomers)	-0.1	7	15	2
17	CN1[C@@H]2Cn3c(ccc(C4=CCCC4)c3=O)[C@H]1[C@@H](C(=O)N1CCCCC1)[C@@H]2CO	-0.2	48	.	-1
18	COCCNC(=O)C[C@@H]1C[C@H]2c3cc(NC(=O)Nc4ccccc4F)ccc3O[C@H]2[C@@H](CO)O1	4.5	-26	13	0
19	C[C@@H]1CN([C@H](C)CO)C(=O)CCCn2cc(nn2)CO[C@H]1CN(C)Cc1ccc(O)cc1	-0.5	-17	-2	.
20	O=C(C[C@H]1CC[C@H]2NC[C@H](O)COC[C@@H]2O1)NCCN1CCCCC1	0.8	9	-8	13&4
21	COCC(=O)Nc1ccc2c(c1)C(=O)N(C)C[C@@H](OC)[C@H](C)CN(Cc1ccccc1OC)[C@@H](C)CO2	0.5	7	0	-2
22	C/C=C/c1ccc2c(c1)O[C@@H](CN(C)CC1CCCCC1)[C@@H](C)CN([C@@H](C)CO)S2(=O)=O	0.5	89	-61	1
23	Cc1ccc(S(=O)(=O)N(C)C[C@H]2OCCCC[C@H](C)Oc3ccc(N(C)C)cc3C(=O)N([C@@H](C)CO)C[C@@H]2C)cc1	-0.8	44	-15	-1
24	C[C@@H]1CN([C@@H](C)CO)C(=O)c2cc(NC(=O)CCCCCC(=O)Nc3ccccc3N)ccc2O[C@@H]1CN(C)C(=O)Nc1ccc(F)cc1	0.4	.	0	3
25	Cc1noc(C)c1NC(=O)N[C@@H]1CC[C@H](CC(=O)N2CCN(C)CC2)O[C@@H]1CO	-2.5	-40	15	-4
26	Cc1noc(C)c1S(=O)(=O)Nc1ccc2c(c1)CC(=O)N([C@H](C)CO)C[C@@H](C)[C@H](CN(C)Cc1ccc(-c3ccccc3)cc1)O2	0.9	68	-11	46
27	COCC(=O)N1C[C@H](C)[C@H](OC)CN(C)C(=O)c2ccc(NC(=O)Nc3ccccc3)cc2OC[C@@H]1C	0.4	-7	-16	-4
28	O=C(C[C@H]1C[C@H]2c3cc(NS(=O)(=O)c4ccc(F)cc4)ccc3O[C@H]2[C@H](CO)O1)N1CCOCC1	-2.7	-22	13	-5
29	CCC(=O)Nc1ccc2c(c1)C(=O)N(C)[C@H]1CC[C@H](CC(=O)NCC3CCCCC3)O[C@H]1CO2	-0.8	-29	5	-4
30	COc1ccccc1CN1[C@@H]2Cn3c(cccc3=O)[C@H]1[C@@H](C(=O)N1CCc3ccccc3C1)[C@@H]2CO	-1.0	0	10	-1
31	O=C(C[C@H]1C[C@H]2c3cc(NC(=O)Nc4ccccc4)ccc3O[C@H]2[C@@H](CO)O1)NCc1cccc(F)c1	2.5	44	-9	-9
32	COc1ccc2c3c([nH]c2c1)[C@@H](CO)N(Cc1cccnc1)CC31CN(C(=O)c2cccnc2)C1	-0.1	.	-3	-1
33	O=C(C[C@@H]1CC[C@@H]2[C@H](COC[C@@H](O)CN2S(=O)(=O)c2cccc(F)c2)O1)NCCCN1CCOCC1	0.7	-8	6	.
34	C[C@@H]1CN([C@@H](C)CO)C(=O)c2cc(C#CCc3ccccc3)cnc2O[C@H]1CN(C)Cc1cccnc1	7.3	52	-34	-12
35	CC(C)CC#Cc1cnc2c(c1)C(=O)N([C@@H](C)CO)C[C@H](C)[C@H](CN(C)Cc1ccc(C(=O)O)cc1)O2	-0.5	16	7	-3
36	CO[C@H]1CN(C)C(=O)c2ccc(NC(=O)c3ccno3)cc2OC[C@H](C)NC[C@H]1C	0.0	60	-8	.
37	Cc1ccc(-c2ccc3c(c2)O[C@H](CN(C)C(=O)Nc2ccccc2)[C@H](C)CN([C@@H](C)CO)S3(=O)=O)cc1	10	.	-13	-1
38	CC(=O)N(C)C[C@@H]1Oc2cc(C#CCN(C)C)ccc2S(=O)(=O)N([C@H](C)CO)C[C@H]1C	17	67	14	-1
39	COc1ccc(S(=O)(=O)N(C)C[C@@H]2Oc3ccc(NS(=O)(=O)c4ccccc4)cc3CC(=O)N([C@@H](C)CO)C[C@H]2C)cc1	-1.8	-2	-62	16
40	C[C@@H]1CN([C@@H](C)CO)C(=O)c2cccc(NS(=O)(=O)c3cn(C)cn3)c2O[C@H]1CN(C)Cc1ccc(C(=O)O)cc1	2.7	77	4	-6
41	C[C@@H]1CN([C@@H](C)CO)C(=O)Cc2cc(NC(=O)Cc3ccccc3)ccc2O[C@@H]1CN(C)C(=O)Nc1ccc2c(c1)OCO2	-0.4	63	-24	0
42	C[C@@H]1CN([C@H](C)CO)C(=O)c2cc(C#CCN(C)C)cnc2O[C@H]1CN(C)Cc1ccncc1	18	15	37	-2
43	C[C@H](CO)N1C[C@H](C)[C@H](CN(C)Cc2ccccc2)Oc2ncc(C3=CCCC3)cc2C1=O	-2.7	43	-20	10
44	C[C@@H]1CN([C@@H](C)CO)C(=O)Cc2cc(NC(=O)Cc3cn(C)c4ccccc34)ccc2O[C@@H]1CN(C)S(=O)(=O)c1ccc(Cl)cc1	-1.2	86	-43	.
45	CO[C@H]1CN(C)C(=O)c2ccc(NS(=O)(=O)c3ccccc3)cc2OC[C@@H](C)N(Cc2ccccn2)C[C@H]1C	1.6	.	13	.
46	Cc1ccc(S(=O)(=O)N(C)C[C@@H]2OCCCC[C@@H](C)Oc3ccc(NS(=O)(=O)c4cccs4)cc3C(=O)N([C@H](C)CO)C[C@H]2C)cc1	0.5	59	-58	.
47	CC(C)NC(=O)N[C@H]1CC[C@H](CC(=O)N2CCCCC2)O[C@@H]1CO	5.1	14	37	.
48	C[C@@H]1CN([C@H](C)CO)C(=O)Cc2cc(NS(=O)(=O)c3ccc(F)cc3)ccc2O[C@@H]1CN(C)Cc1ccc(Cl)c(Cl)c1	-1.7	57	3	.
49	CCCNC(=O)N1[C@H](CO)[C@H](c2ccccc2)[C@@H]1CNC(=O)C1CCC1	0.6	.	7	1
50	Cc1ccc(S(=O)(=O)N(C)C[C@@H]2OCCCC[C@H](C)Oc3ccc(NC(=O)Nc4c(C)noc4C)cc3C(=O)N([C@H](C)CO)C[C@H]2C)cc1	-0.9	-7	-41	-1
51	CC(C)c1cn(CC[C@@H]2CC[C@@H](NC(=O)C3CCCC3)[C@H](CO)O2)nn1	-0.4	.	7	4
52	CC(C)NC(=O)Nc1ccc2c(c1)C(=O)N([C@H](C)CO)C[C@@H](C)[C@@H](CN(C)S(=O)(=O)c1cccs1)OCCCC[C@H](C)O2	-0.6	.	.	-6
53	O=C(C[C@H]1CC[C@@H]2[C@H](COC[C@@H](O)CN2S(=O)(=O)c2cccc(Cl)c2)O1)NC1CCC1	-0.4	-4	-18	-17
54	CCCNC(=O)C[C@@H]1C[C@H]2c3cc(NC(=O)Nc4ccccc4)ccc3O[C@H]2[C@H](CO)O1	-2.1	9	-15	-2
55	CCNC(=O)C[C@H]1CC[C@@H](NS(=O)(=O)c2ccc(C)cc2)[C@@H](CO)O1	-0.1	11	6	-1
56	C[C@H]1CN([C@@H](C)CO)C(=O)Cc2cc(NS(=O)(=O)c3ccccc3)ccc2O[C@@H]1CN(C)C(=O)Nc1ccc(C(F)(F)F)cc1	2.0	2	-18	-3
57	COc1ccc(CNC(=O)C[C@H]2C=C[C@H](NC(=O)CN(C)C)[C@H](CO)O2)cc1	0.1	22	3	-2
58	C/C=C/c1ccc([C@H]2[C@@H](CO)N(S(C)(=O)=O)[C@H]2CN(CC)C(C)=O)cc1	-4.8	.	8	-4
59	COCC(=O)N1C[C@H](C)[C@@H](OC)CN(C)C(=O)c2ccc(NC(=O)c3ccc(OC)cc3)cc2OC[C@@H]1C	0.1	.	5	-8
60	C[C@@H]1CN([C@@H](C)CO)C(=O)c2cc(/C=C/c3ccccc3)cnc2O[C@@H]1CN(C)C(=O)c1ccc(F)cc1	-1.5	.	-64	-6

(next part)
cpd	SMILES	GASC1 inh	Tcruzi prolif	Pf Dd2 growth	C diff growth
61	C[C@@H]1CN([C@H](C)CO)C(=O)c2cc(N(C)C)ccc2O[C@@H](C)CCCCO[C@@H]1CN(C)C(=O)c1ccncc1	2.7	55	38	-2
62	Cc1ccc(S(=O)(=O)NCC[C@@H]2CC[C@H](NC(=O)c3cnccn3)[C@@H](CO)O2)cc1	0.3	26	5	.
63	C[C@H](CO)N1C[C@H](C)[C@@H](CN(C)S(=O)(=O)c2ccc(F)cc2)Oc2ccc(NS(=O)(=O)c3ccc(F)cc3)cc2C1=O	1.8	.	-23	-4
64	C[C@H](CO)N1C[C@H](C)[C@H](CN(C)C(=O)Nc2ccc(C(F)(F)F)cc2)Oc2c(NC(=O)Nc3cccc4ccccc34)cccc2C1=O	-0.4	76	-24	32
65	CCS(=O)(=O)Nc1ccc2c(c1)C(=O)N(C)[C@H]1CC[C@H](CC(=O)N[C@@H]3CCN(Cc4ccccc4)C3)O[C@@H]1CO2	1.6	13	.	1
66	C[C@@H]1CN([C@H](C)CO)C(=O)c2cc(/C=C/c3ccccc3)cnc2O[C@@H]1CN(C)Cc1ccccc1	0.5	84	-19	16

4 structures already listed, sorted by formula weight, descending:
cpd	SMILES	GASC1 inh	Tcruzi prolif	Pf Dd2 growth	C diff growth
64	C[C@H](CO)N1C[C@H](C)[C@H](CN(C)C(=O)Nc2ccc(C(F)(F)F)cc2)Oc2c(NC(=O)Nc3cccc4ccccc34)cccc2C1=O	-0.4	76	-24	32
63	C[C@H](CO)N1C[C@H](C)[C@@H](CN(C)S(=O)(=O)c2ccc(F)cc2)Oc2ccc(NS(=O)(=O)c3ccc(F)cc3)cc2C1=O	1.8	.	-23	-4
61	C[C@@H]1CN([C@H](C)CO)C(=O)c2cc(N(C)C)ccc2O[C@@H](C)CCCCO[C@@H]1CN(C)C(=O)c1ccncc1	2.7	55	38	-2
62	Cc1ccc(S(=O)(=O)NCC[C@@H]2CC[C@H](NC(=O)c3cnccn3)[C@@H](CO)O2)cc1	0.3	26	5	.

Profiles as entered above. Order of values: GASC1 inh	Tcruzi prolif	Pf Dd2 growth	C diff growth
Cc1ccc(S(=O)(=O)NCC[C@@H]2CC[C@H](NC(=O)c3cnccn3)[C@@H](CO)O2)cc1 reads 0.3	26	5	.
C[C@H](CO)N1C[C@H](C)[C@@H](CN(C)S(=O)(=O)c2ccc(F)cc2)Oc2ccc(NS(=O)(=O)c3ccc(F)cc3)cc2C1=O reads 1.8	.	-23	-4
